Screening data: PubChem, Johns Hopkins Ion Channel Center
TRPC4 PAM – allosterically enhances the mouse TRPC4 cation channel; HEK293 TRPC4beta/mu-opioid, DAMGO EC20, Fluo-4 Ca2+ flux; active compounds read high; B-score at 10 µM; 310,000 tested, 0.42% active; AID 2227;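 active means B-score of calcium response area above 5 SD of library B-scores, with initial fluorescence ratio within 5 SD of library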;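 further: B-score of integrated fluorescence ratio over time as area under calcium response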
MrgX1 ag – human MrgX1 receptor agonism, primary screen; Q96LB2; MrgX1-HEK293 cells, Fluo-4 calcium fluorescence, agonist mode; active compounds read high; B-score at 10 µM; 310,000 tested, 0.44% active; AID 588627;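 active means calcium response B-score plate-corrected fluorescence ratio at least 3 library SD, with starting fluorescence B-score inside 5 SD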
Target sequence (Q96LB2 whole entry, looked up): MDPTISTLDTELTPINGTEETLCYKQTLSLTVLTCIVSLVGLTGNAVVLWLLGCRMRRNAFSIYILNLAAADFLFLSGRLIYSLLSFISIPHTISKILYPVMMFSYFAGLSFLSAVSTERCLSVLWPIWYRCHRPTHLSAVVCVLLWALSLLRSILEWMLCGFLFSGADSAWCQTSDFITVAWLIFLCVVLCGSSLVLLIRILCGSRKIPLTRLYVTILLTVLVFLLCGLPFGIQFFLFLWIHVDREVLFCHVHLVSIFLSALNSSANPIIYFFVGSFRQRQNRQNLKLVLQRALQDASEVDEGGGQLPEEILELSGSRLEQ
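System: HEK293 cells stably expressing human MrgX1 receptor; Dosing: test compound in the initial addition of three; Schedule: overnight plating, then 30 min 37 °C plus 30 min room-temperature dye loading; Detection: kinetic calcium dye fluorescence, Fluo-4 NW; Controls: per-plate positive and negative controls for Z′ factor.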
MrgX1 antag – blocks BAM8-22 activation of human MrgX1 receptor; Q96LB2; MRGX1-HEK293 calcium flux, Fluo-4, BAM8-22 antagonism; active compounds read low; B-score at 10 µM; 310,000 tested, 1.3% active;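 active means calcium-response B-score plate-corrected more than 3 library SD below zero, starting fluorescence within 5 deviations, no agonist response on first addition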;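 further: peak minus trough fluorescence over baseline after final BAM8-22 challenge near maximal dose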
RGS4 block – inhibitors of human RGS4. P49798. HEK293 M3R/RGS4 inducible, Fluo-4 calcium flux; active compounds read high; triggered by carbachol at its EC20. B-score at 10 µM. 310,000 tested, 0.45% active. AID 463165;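 active means B-score, a plate-corrected calcium signal, over three deviations above library mean, with baseline fluorescence within five deviations of library mean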;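 further: RGS4 expression induced by doxycycline in cells with stable M3 receptor; B-score is computed from the integrated fluorescence ratio over baseline after carbachol; higher B-score means a larger calcium signal and so more RGS4 inhibition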
Target sequence (P49798 whole entry, looked up): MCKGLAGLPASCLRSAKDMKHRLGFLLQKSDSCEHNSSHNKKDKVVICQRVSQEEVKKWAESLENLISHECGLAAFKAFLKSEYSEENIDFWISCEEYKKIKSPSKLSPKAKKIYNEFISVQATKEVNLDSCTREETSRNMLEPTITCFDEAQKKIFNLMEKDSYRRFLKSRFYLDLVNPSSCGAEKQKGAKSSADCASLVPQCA
TRPC4 act – opens the mouse TRPC4 cation channel. AID 2237. B-score at 10 µM. Q9QUQ5. HEK293 TRPC4beta/mu-opioid, Fluo4 calcium fluorescence; active compounds read high. 310,000 tested, 0.49% active;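 active means B-score above 5 SD of library B-scores, and initial fluorescence ratio not above library mean plus 5 SD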;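 further: positive B-score marks a calcium rise read as TRPC4 activation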
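Incubation: 45 min room-temperature Fluo4 loading, 110 s read / System: HEK293 cells stably co-expressing mouse TRPC4beta and mu-opioid receptor / Signal: Fluo4 fluorescence, kinetic / Control set: buffer (low) and maximal DAMGO (high) / Measure: integrated baseline-normalised fluorescence ratio, converted to per-well B score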
TRPC6 activator – mouse TRPC6 channel activation; B-score at 10 µM; AID 2550; 310,000 tested, 0.13% active; Q61143; HEK293-TRPC6 membrane potential dye fluorescence; active compounds read high;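 active means B-score of the integrated fluorescence ratio above library mean plus 3 SD, and starting fluorescence ratio within library mean plus 5 SD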;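 further: higher score means more depolarization so channel activation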
ANO1 block – mouse TMEM16A channel inhibition, primary screen; normalized B-score (activity score, 25-100; higher = stronger inhibition) at 10 µM; Q8BHY3; HEK293 TMEM16A/YFP iodide influx fluorescence, ionomycin; 310,000 tested, 1.2% active;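 active means ratio plate-corrected score three or more library SD toward inhibition, starting fluorescence score within five deviations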;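 further: score derived from kinetic fluorescence span divided by baseline fluorescence per well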
TRPC4 block – TRPC4 (mouse) channel inhibition | Q9QUQ5 | HEK293 TRPC4beta/mu-opioid, DAMGO-evoked Fluo4 calcium flux; active compounds read low | B-score at 10 µM | 300,000 tested, 0.39% active;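 active means B-score over 3 SD under the library average, no early fluorescence shift, positive overall ratio signal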
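Assay system: Stable TRPC4beta/mu-opioid receptor HEK293 cells | Reagent: DAMGO in two steps, submaximal then maximal | Compound dosing: Single concentration per test compound | Signal: Fluo4 Ca2+ flux fluorescence | Evaluation: Per-well B score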
MrgX1 allo act – human MrgX1 positive allosteric modulation, primary screen | MrgX1-HEK293, Fluo-4 calcium flux, FDSS; active compounds read high | B-score at 10 µM | 310,000 tested, 0.63% active | AID 588675;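 active means plate-corrected calcium response at least 3 library SD above typical, normal starting fluorescence, not activating the receptor alone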;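 further: compound read alongside a low EC10 to EC30 dose of BAM8-22 agonist; peak minus trough fluorescence over baseline measured at the second addition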
TMEM16A act – mouse TMEM16A channel activation, primary screen; Q8BHY3; HEK293 TMEM16A/YFP-H148Q/I152L, iodide quench fluorescence; active compounds read low; B-score at 10 µM; 340,000 tested, 0.3% active;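 active means fluorescence-ratio B-score plate-corrected deviation score at least 3 library SD below zero, with starting fluorescence score within 5 deviations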;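 further: channel opened by trigger with iodide after compound preincubation; score built on the fluorescence ratio of max minus min over baseline; more negative score means more quench and so TMEM16A activation or potentiation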
TRPC6 inhibitor – blocks the mouse TRPC6 cation channel | B-score at 10 µM | Q61143 | HEK293-TRPC6, membrane potential dye, ACh-evoked depolarization; active compounds read low | 310,000 tested, 1.1% active | AID 2553;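 active means B-score under library mean minus 3 SD, initial fluorescence not abnormally high, positive integrated signal ratio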;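 further: B-score derived from integrated fluorescence ratio over the kinetic read; more negative B-score means stronger inhibition of depolarization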
Starred values were filed as active, the others as inactive; i = inactive; x = no result given.

SMILES | TRPC4 PAM | MrgX1 ag | MrgX1 antag | RGS4 block | TRPC4 act | TRPC6 activator | ANO1 block | TRPC4 block | MrgX1 allo act | TMEM16A act | TRPC6 inhibitor
COc1cc(C2/C(=C(\O)c3ccc4c(c3)OCCO4)C(=O)C(=O)N2c2nnc(C)s2)cc(OC)c1OC (configuration not stated) | i | i | i | i | i | i | i | i | i | i | i
c1csc(-c2nc(NCC3CCCO3)c3ccccc3n2)c1 (configuration not stated) | i | i | i | i | i | i | i | -8* | i | i | i
CCn1cc(C(=O)NCc2ccc(OC)cc2)c(=O)c2ccc(C)nc21 | i | i | i | i | i | i | i | i | i | i | i
CCOC(=O)CNC(=O)CN1C(=O)CC(c2ccco2)Sc2ccccc21 (configuration not stated) | i | i | i | i | i | i | i | i | i | i | i
Cc1cccc(/C=N/n2c(COc3ccccc3)n[nH]c2=S)c1 | i | i | i | i | i | i | i | i | i | i | i
CCc1ccc(C(C)NC(=O)Cn2cnc3c(=O)n(C)c(=O)n(C)c32)cc1 (configuration not stated) | i | i | i | i | i | i | 25* | i | i | i | i
CC1CCN(S(=O)(=O)c2ccc3ccccc3c2)CC1 | i | i | i | i | i | i | i | i | i | i | i
C=CCn1c(=NC(=O)C2CC2)sc2cc(NC(C)=O)ccc21 | i | i | i | i | i | i | i | i | i | i | i
Cc1cccc(C)c1OCC(N)C(C)C (configuration not stated) | x | i | i | x | x | x | i | x | i | i | x
O=C(CC1SC(=O)N(c2ccccc2)C1=O)Nc1ccc(Cl)cc1 (configuration not stated) | i | i | i | i | i | i | i | i | i | i | i
NS(=O)(=O)c1ccc(CCNc2ncnc3sccc23)cc1 | i | i | i | i | i | i | i | i | i | i | i
Cc1nn(C)c(=O)n1N(C)c1ncc(C(F)(F)F)cc1Cl | i | i | i | i | i | i | i | i | i | i | i
O=C(NNc1nc(-c2ccccc2)cs1)c1ccc(F)cc1 | i | i | i | i | i | i | i | i | i | i | i
CC(NC(=O)NC12CC3CC(CC(C3)C1)C2)c1ccc2c(c1)OCO2 (configuration not stated) | i | i | i | i | i | i | i | i | i | i | i
O=C(CSc1ccc2nnc(-c3ccncc3)n2n1)Nc1ccc2c(c1)OCCO2 | i | i | i | i | i | i | i | i | i | i | i
O=C(O)CC(c1ccc(Cl)cc1)N1C(=O)CCC1=O (configuration not stated) | i | i | i | i | i | i | i | i | i | i | i
COc1ccc2c(c1)C(=NO)c1cc(OC)ccc1-2 | i | i | i | i | i | i | i | i | i | i | i
Cc1ccccc1CN(C)C1CCN(C)CC1 | i | i | i | i | i | i | i | i | i | i | i
Cc1ccc(S(=O)(=O)N(CC(=O)NC2CC2)c2ccc(C)c(Cl)c2)cc1 | i | i | -5* | i | i | i | i | i | i | i | i
Cn1c(=O)c2c(SCc3cccnc3)nc(CC(C)(C)C)nc2n(C)c1=O | i | i | i | i | i | i | i | i | i | i | i
O=C(CSc1nnc(SCc2ccc(Cl)cc2)s1)N1CCN(C(=O)c2ccco2)CC1 | i | i | i | i | i | i | i | i | i | i | i
Cc1[nH]nc(N=CC2=C(O)CC(C)(C)CC2=O)c1-c1ccc(Cl)cc1 | i | i | i | i | i | i | i | i | i | i | i
COc1ccc(/C=C2/C(=O)ON=C2C)cc1Br | i | i | i | i | i | i | i | i | i | i | i
CSc1sc2ccccc2[n+]1CCCS(=O)(=O)[O-] | i | i | i | i | i | i | i | i | i | i | i
COc1cccc(CN2CCC(C(=O)Nc3ccc(Oc4cccnc4)cc3)CC2)c1 | i | x | x | i | i | i | x | i | x | i | i
COC(=O)c1ccc(NC(=O)COc2ccc(S(=O)(=O)NC(C)C)cc2)cc1 | i | i | i | i | i | i | i | i | i | i | i
CCCCS(=O)(=O)N1CCN(S(=O)(=O)c2cccs2)CC1 | i | i | i | i | i | i | i | i | i | i | i
Cc1ccc(NC(=O)COC(=O)C2CCC2)cc1S(=O)(=O)N1CCCCC1 | i | i | -5.4* | i | i | i | i | i | i | i | i
Cc1[nH]c(C)c(S(=O)(=O)N(C)Cc2ccccc2)c1C(=O)N1CCCCC1 | i | i | i | i | i | i | i | i | i | i | i
CCOc1ccc(NC(=O)CCCCn2c(=O)[nH]c3ccsc3c2=O)cc1 | i | i | i | i | i | i | i | i | i | i | i
Cc1cccc(NC(=O)c2c(C)nc3ccccn23)c1 | i | i | i | i | i | i | i | i | i | i | i
O=C(O)CN1C(=O)/C(=C\c2cccc(OCc3ccccc3F)c2)SC1=S | i | i | i | i | i | i | i | i | i | i | i
C/C(N)=C(/C#N)C(=O)COC(=O)CNS(=O)(=O)c1c(F)cccc1F | i | i | i | i | i | i | i | i | i | i | i
O=C(CSc1nnc(-c2ccc(F)cc2)c2ccccc12)NCC1CCCO1 (configuration not stated) | i | i | i | i | i | i | i | i | i | i | i
Cc1ccc(N(C)S(=O)(=O)c2ccc(C)cc2)cc1 | i | i | i | i | i | i | i | i | i | i | i
O=C(c1ccc(Br)s1)N1CCN(c2ccccn2)CC1 | i | i | i | i | i | i | i | i | i | i | i
C/C(=N/OCO/N=C(\C)c1ccccc1F)c1ccccc1F | i | i | i | i | i | i | i | i | i | i | i
COC(=O)c1oc2ccc(OC)cc2c1N | i | i | i | i | i | i | i | i | i | i | i
COc1cc(/C=N/NC(=O)c2ccoc2C)cc(OC)c1OC | i | i | i | i | i | i | i | i | i | i | i
COCCNC(=O)C(c1ccc(OC)cc1)N(CCOC)C(=O)CCC(=O)Nc1nccs1 (configuration not stated) | i | i | i | i | i | i | i | i | i | i | i
COc1ccc(CCNC(=O)c2ccc3nc(N4CCCCC4)sc3c2)cc1OC | i | i | i | i | i | i | i | i | i | i | i
COc1ccc(NS(=O)(=O)c2cccc(C(=O)NC3CCN(Cc4ccccc4)CC3)c2)cc1 | i | i | i | i | i | i | i | i | i | i | i
C=CCC(NCCCO)c1cccc(OC)c1OC (configuration not stated) | i | i | i | i | i | i | i | i | i | i | i
Cc1ccc(C(=O)COC(=O)c2cc(=O)[nH]c3ccccc23)cc1 | i | i | i | i | i | i | i | i | i | i | i
Cc1ccnc(SCC(=O)NC2CC2)n1 | i | i | i | i | i | i | i | i | i | i | i
NS(=O)(=O)c1ccc(Nc2nc(-c3ccc(F)cc3)cs2)cc1 | i | i | i | i | i | i | i | i | i | i | i
CC1=Nc2nc(N3CCCCCC3)c(C#N)c3c4c(nc(c23)N1)N(c1ccc2ccccc2c1)C(=O)C4 | i | i | i | i | i | i | i | i | i | i | i
CCCCNS(=O)(=O)c1ccc(NS(=O)(=O)c2c(C)cc(C)cc2C)cc1 | i | i | i | i | i | i | i | i | i | i | i
Cn1nc(Cc2n[nH]c(=S)n2C)c2ccccc2c1=O | i | i | i | i | i | i | i | i | i | i | i
Cc1cccc(NC(=O)CCNS(=O)(=O)c2cccc3nsnc23)c1C | i | i | i | i | i | i | i | i | i | i | i
NC(=O)C1CCN(CC(O)CSc2ccccc2)CC1 (configuration not stated) | i | i | i | i | i | i | i | i | i | i | i
CC1(C)CC(=NOC(=O)c2ccccc2)CC(C)(C)N1 | i | i | i | i | i | i | i | i | i | i | i
Cc1cc(S(N)(=O)=O)c(N)c(S(N)(=O)=O)c1 | i | i | i | i | i | i | i | i | i | i | i
Cc1ccc(N(CC(=O)NCc2ccco2)C(=O)CCC(=O)Nc2ccccn2)c(C)c1 | i | i | i | i | i | i | i | i | i | i | i
C/C=C(/C)C(=O)Nc1cccc(C2=NOC3(C2)C[C@@H](C(N)=O)N(C(=O)CCCCC)C3)c1 (some centres not stated) | i | i | i | i | i | i | i | i | i | i | i
O=C1CC(NCc2ccco2)C(=O)N1CCc1ccccc1 (configuration not stated) | i | i | i | i | i | i | i | i | i | i | i
CCCCNC(=O)Cn1cnc2c(cnn2-c2ccc(C)c(C)c2)c1=O | i | i | i | i | i | i | i | i | i | i | i
O=C(COC(=O)c1cc[n+]([O-])cc1)NCc1ccccc1Cl | i | i | i | i | i | i | i | i | i | i | i
C=CCn1c(OCc2ccccc2)n[nH]c1=S | i | i | i | i | i | i | i | i | i | i | i
Cn1nc([N+](=O)[O-])nc1Sc1nnnn1-c1cccc(C(=O)O)c1 | i | i | i | i | i | i | i | i | i | i | i

(more compounds)
SMILES | TRPC4 PAM | MrgX1 ag | MrgX1 antag | RGS4 block | TRPC4 act | TRPC6 activator | ANO1 block | TRPC4 block | MrgX1 allo act | TMEM16A act | TRPC6 inhibitor
CC(=O)N(C1=C(Cl)C(=O)c2ccccc2C1=O)C1CCCCC1 | i | i | -9.6* | i | i | i | i | i | i | i | i
O=S(=O)(c1ccc(Cl)c(NC(=S)Nc2cccc(O)c2)c1)N1CCOCC1 | i | i | i | i | i | i | i | i | i | i | i
O=C1c2ccccc2C(=O)N1CCCCN(C(=O)c1ccc(Cl)s1)c1ccc(Cl)cc1 | i | i | i | i | i | i | i | i | i | i | i
Cc1cc(N=Cc2c(O)ccc3cc(Br)ccc23)no1 | i | i | i | 9.9* | i | i | i | i | i | i | i
Cn1cc(CCCC(=O)NCc2ccccc2)c2ccccc21 | i | i | i | i | i | i | i | i | i | i | i
COc1ccc(C)cc1NC(=O)Nc1ccc(C(=O)N2CCCC2)cc1 | i | i | i | i | i | i | i | i | i | i | i
Cc1ccc(Nc2nc(N)nc(CSc3nc(C)cc(C)n3)n2)cc1 | i | i | i | i | i | i | i | i | i | i | i
Cc1c(C(=O)NC2CCCc3ccccc32)oc2ccc(S(=O)(=O)N3CCOCC3)cc12 (configuration not stated) | i | i | i | i | i | i | i | i | i | i | i
CC(=O)Nc1ccc(Nc2nc(-c3ccccc3)nc3ccccc23)cc1 | i | i | i | i | i | i | i | i | i | i | i
Cc1ccc(C)c(S(=O)(=O)ON2C(=O)c3ccccc3C2=O)c1 | i | i | i | i | i | i | i | i | i | i | i
